MRP resist rev – compounds reversing MRP-mediated drug resistance | H69AR cells + 2 uM doxorubicin, CellTiter-Glo, 72 h | hit rate 0.04% among 85,000 | AID 602 | differential viability (reversal), % at 10 µM;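 active = viability drop by adding the cancer drug above about 55%, with treated viability meeting a 40% cutoff, limit read from the data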;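 also: viability without doxorubicin minus viability with 2 µM doxorubicin for each compound; larger differential means the compound sensitizes cells more to doxorubicin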
IL1B NFkB pot – enhances IL-1B driven NFkB nuclear translocation. HUVEC IL-1B NFkB p65 nuclear translocation imaging. hit rate 0.3% among 94,000. activation, % at 2 µM;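 active = activation above 40%, about the mean plus 3 SD, also judged a hit on visual image review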;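 also: percent activation is computed from the nuclear over cytoplasmic p65 intensity ratio; values of inactives mirror those of a sister screen read the other way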
Bcl-B TR3 displacers – displacers of TR3 peptide from Bcl-B, primary screen, selectivity assay for Bfl-1 inhibitor project, biochemical, fluorescence polarization | FP displacement of FITC-TR3 peptide from Bcl-B; higher % means a stronger effect | one-dose displacement, % at 20 µM; IC50 in µM for titrated hits | hit rate 0.11% among 96,000 | AID 748;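 active = displacement above 50% at 20 µM plus a fluorescence interference ratio under 1.5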;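 also: plate controls were wells without compound for no effect and wells lacking Bcl-B protein for full effect; a part of the inactive calls stands beside numbers as strong as those of hits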
PLAP inhibitors HTS – inhibition of human placental alkaline phosphatase – biochemical, luminescence, HTS (AID 690). purified PLAP, luminescent substrate; higher % means a stronger effect. inhibition, % at 20 µM, or IC50 in µM where a hit was titrated. hit rate 0.08% among 96,000; in the data active = a potency from the dose series; inactive = the rest, 99 in 100 with inhibition below about 30%; also: strong numbers were not always called active
IL1B NFkB inh – blocks IL-1B driven NFkB nuclear translocation in HUVEC cells | HUVEC IL-1B NFkB p65 nuclear translocation imaging | inhibition, % at 2 µM | hit rate 0.43% among 94,000 | AID 796;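 active = inhibition above about 30% together with a positive call from visual inspection of the well image, limit read from the data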;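 also: nuclear over cytoplasmic p65 intensity ratio measured by imaging; 0% = IL-1B stimulated DMSO wells and 100% = unstimulated DMSO wells; values of inactives mirror those of a sister screen read the other way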
MRP resist rev cytotoxicity – further read-out of MRP resist rev, marked with its call; viability, %; H69AR cells, CellTiter-Glo, 72 h; measured here: cytotoxicity without doxorubicin
MRP resist rev with doxorubicin – also measured in MRP resist rev; calls as there; viability, %; measured here: viability with 2 uM doxorubicin; hits give low values
IL1B NFkB inh cell count 2 µM – recorded beside IL1B NFkB inh, whose call it bears; cell count; measured here: cells passing quality filter;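 raw number of nuclei counted in each imaged well without normalization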
IL1B NFkB pot cell count 2 µM – recorded beside IL1B NFkB pot, whose call it bears; cell count; measured here: cells passing quality filter
Numbers without * were called inactive; . = not tested or not shown. The list is partial (hit frequency here may not be typical).

Letter code: A = MRP resist rev; B = MRP resist rev cytotoxicity; C = MRP resist rev with doxorubicin; D = IL1B NFkB pot; E = IL1B NFkB pot cell count 2 µM; F = Bcl-B TR3 displacers; G = PLAP inhibitors HTS; H = IL1B NFkB inh; I = IL1B NFkB inh cell count 2 µM
> CC(C)(C)C1CCc2nc(NC(=O)Cc3cn4ccsc4n3)sc2C1 (stereo not given)
  A = -3	B = 90	C = 93	D = .	E = .	F = -9%	G = -49%	H = .	I = .

> Cc1nc(NC(=O)CCC(=O)O)sc1C(=O)N(C)C
  A = 5	B = 102	C = 97	D = 2	E = 107	F = -1%	G = -8%	H = -2	I = 107

> CN(C)S(=O)(=O)c1ccc2c(c1)c(=O)c(C(=O)N1CCN(c3ccccn3)CC1)cn2C
  A = -4	B = 80	C = 83	D = 3	E = 46	F = 8%	G = -21%	H = -3	I = 46

> O=C(Nc1c(C(=O)N2CCCC2)cnn1-c1ccccc1)c1cccc(F)c1
  A = -8	B = 85	C = 93	D = -5	E = 138	F = .	G = .	H = 5	I = 138

> CCn1c(CCNC(=O)c2cccs2)nnc1SCC(=O)Nc1cccc(Cl)c1
  A = -1	B = 82	C = 82	D = 9	E = 146	F = .	G = .	H = -10	I = 146

> CCOC(=O)c1c(NC(=O)CSc2nnnn2-c2ccccc2)sc2c1CCC(C)C2 (stereo not given)
  A = -1	B = 89	C = 90	D = 10	E = 87	F = -19%	G = -52%	H = -10	I = 87

> CCc1ccc(NC(=O)N(Cc2cccnc2)Cc2ccco2)cc1
  A = 4	B = 95	C = 90	D = 6	E = 185	F = -3%	G = -29%	H = -6	I = 185

> O=C(c1cccs1)N(CCO)Cc1cc2cc3c(cc2[nH]c1=O)OCCO3
  A = 17	B = 86	C = 69	D = -8	E = 69	F = -3%	G = 6%	H = 8	I = 69

> O=C(O)CCCCC1SCC2NC(=O)NC21 (stereo not given)
  A = -12	B = 83	C = 95	D = 21	E = 170	F = 8%	G = 2%	H = -22	I = 170

> O=C(NCc1ccccn1)c1cn(Cc2ccccc2)nn1
  A = 6	B = 97	C = 91	D = -15	E = 103	F = 6%	G = -5%	H = 15	I = 103

> C=C(C)c1ccc(C(C)(C)NC(=O)N2CCN(C)CC2)cc1
  A = 4	B = 100	C = 96	D = 3	E = 193	F = -2%	G = -41%	H = -3	I = 193

> CCOC(=O)c1sc(N)nc1-c1ccccc1
  A = 12	B = 100	C = 88	D = -6	E = 174	F = .	G = .	H = 6	I = 174

> CCOC(=O)c1c(NC(=O)CSc2nnc(-c3cccc(C)c3)n2CC)sc(C(C)=O)c1C
  A = .	B = .	C = .	D = 13	E = 135	F = 0%	G = -24%	H = -13	I = 135

> Cc1[nH]c2ccccc2c1NC(=O)CN1CCN(Cc2ccc3c(c2)OCO3)CC1
  A = 22	B = 91	C = 69	D = 5	E = 166	F = 9%	G = -52%	H = -5	I = 166

> Cc1ccccc1N1C(=O)C(Cl)=C(N2CCN(c3ccccc3)CC2)C1=O
  A = 2	B = 79	C = 77	D = -6	E = 111	F = 7%	G = 8%	H = 6	I = 111

Another view of some results above.
| molecule | MRP resist rev | MRP resist rev cytotoxicity | MRP resist rev with doxorubicin | IL1B NFkB pot | IL1B NFkB pot cell count 2 µM | Bcl-B TR3 displacers | PLAP inhibitors HTS | IL1B NFkB inh | IL1B NFkB inh cell count 2 µM |
| --- | --- | --- | --- | --- | --- | --- | --- | --- | --- |
| O=C(c1cccs1)N(CCO)Cc1cc2cc3c(cc2[nH]c1=O)OCCO3 | 17 | 86 | 69 | -8 | 69 | -3% | 6% | 8 | 69 |
| C=C(C)c1ccc(C(C)(C)NC(=O)N2CCN(C)CC2)cc1 | 4 | 100 | 96 | 3 | 193 | -2% | -41% | -3 | 193 |
| CN(C)S(=O)(=O)c1ccc2c(c1)c(=O)c(C(=O)N1CCN(c3ccccn3)CC1)cn2C | -4 | 80 | 83 | 3 | 46 | 8% | -21% | -3 | 46 |

Continued:
Letter code: A = MRP resist rev; B = MRP resist rev cytotoxicity; C = MRP resist rev with doxorubicin; D = IL1B NFkB pot; E = IL1B NFkB pot cell count 2 µM; F = Bcl-B TR3 displacers; G = PLAP inhibitors HTS; H = IL1B NFkB inh; I = IL1B NFkB inh cell count 2 µM
> Cc1cc(C)c2[nH]c(=O)c(C(c3nnnn3Cc3ccc4c(c3)OCO4)N3CCC(C)CC3)cc2c1 (stereo not given)
  A = 0	B = 71	C = 71	D = -3	E = 106	F = .	G = .	H = 3	I = 106

> N#Cc1nc(-c2ccc(Cl)cc2)oc1NCCc1ccccn1
  A = -2	B = 97	C = 99	D = 14	E = 100	F = -4%	G = 1%	H = -14	I = 100

> O=c1c(-c2nnc(SCc3ccc(Cl)cc3)o2)cccn1Cc1ccccc1
  A = .	B = .	C = .	D = 20	E = 144	F = -7%	G = -13%	H = -20	I = 144

> CC(C(=O)N(C)C)N(C#N)c1nc(N(C)C)nc(N(C)C)n1 (stereo not given)
  A = -4	B = 88	C = 92	D = 19	E = 150	F = -14%	G = 21%	H = -19	I = 150

> O=C(CCc1ccccc1)Nc1ccc(NC(=O)C2CC2)nc1
  A = 7	B = 94	C = 86	D = -3	E = 104	F = -1%	G = 4%	H = 3	I = 104

> O=C(c1cnc2sccn2c1=O)N1CCCc2ccccc21
  A = 10	B = 106	C = 96	D = .	E = .	F = 4%	G = -7%	H = .	I = .

> COc1ccc2nc(NC(=O)C3CCCN(S(=O)(=O)c4cccs4)C3)sc2c1 (stereo not given)
  A = -32	B = 44	C = 76	D = 1	E = 184	F = -6%	G = 6%	H = -1	I = 184

> CCCn1c(SCC(=O)N2c3ccccc3CC2C)nnc1-c1ccco1 (stereo not given)
  A = 1	B = 86	C = 85	D = 9	E = 117	F = .	G = .	H = -9	I = 117

> COc1ccc(S(=O)(=O)N(C)CC(=O)Nc2cccc(C(C)=O)c2)cc1C
  A = 4	B = 116	C = 113	D = -5	E = 185	F = -3%	G = 7%	H = 5	I = 185

> O=S(=O)(NC1=NCCC1)c1ccc(F)cc1
  A = .	B = .	C = .	D = -5	E = 175	F = 1%	G = 34%	H = 5	I = 175

> Cn1c(=O)c2c(n(C)c1=O)=NC1(CCCCC1)N=2
  A = -4	B = 88	C = 92	D = 3	E = 104	F = -34%	G = 4%	H = -3	I = 104

> COc1ccc(C(=O)N2CCN=C2SCc2cccnc2)cc1OC
  A = 6	B = 83	C = 77	D = 17	E = 167	F = -3%	G = -30%	H = -17	I = 167

> CCCCn1nnnc1NCc1ccc(OC)c(OC)c1OC
  A = -7	B = 86	C = 94	D = 6	E = 180	F = 0%	G = -4%	H = -6	I = 180

> CNS(=O)(=O)c1cccc(C(=O)NCC(c2cccs2)N(C)C)c1 (stereo not given)
  A = 10	B = 91	C = 81	D = 35	E = 131	F = -4%	G = 5%	H = -35	I = 131

> Cc1cc(C)c(NC(=O)C2CCCCN2C)c(C)c1 (stereo not given)
  A = 10	B = 103	C = 92	D = .	E = .	F = 5%	G = 7%	H = .	I = .

> COc1ccc(-c2nnc(-c3ccc(N)cc3)o2)cc1
  A = -7	B = 86	C = 93	D = -10	E = 132	F = -5%	G = 13%	H = 10	I = 132

> CCOC(=O)Cn1c(=NC(=O)CSC(C)=O)sc2cc(F)ccc21
  A = 0	B = 87	C = 88	D = 4	E = 58	F = -3%	G = -1%	H = -4	I = 58

> Cc1ccc2nc(-c3ccc(NC(=O)CSc4ccccc4)cc3)[nH]c2c1
  A = .	B = .	C = .	D = 4	E = 102	F = 0%	G = 14%	H = -4	I = 102

> CC1Cc2ccccc2N1C(=O)Cn1nnc(-c2ccccc2NC(=O)C2CCC2)n1 (stereo not given)
  A = -16	B = 56	C = 72	D = -1	E = 121	F = .	G = .	H = 1	I = 121

> CC(=O)c1ccc(N2C(=O)NC3(CCCCC3)C2=O)cc1
  A = -4	B = 105	C = 109	D = .	E = .	F = -3%	G = 18%	H = .	I = .

> Cc1nnc(NC(=O)c2ccc(C)c(S(=O)(=O)N3CCCCCC3)c2)s1
  A = 5	B = 79	C = 74	D = -3	E = 108	F = -8%	G = 12%	H = 3	I = 108

> CCOC(=O)CNC(=O)CSc1ncnc2c1cnn2-c1ccc(Cl)cc1
  A = 7	B = 84	C = 77	D = 4	E = 195	F = -8%	G = 15%	H = -4	I = 195

> COc1ccc(Nc2nc3ccccc3nc2-n2nc(C)cc2C)cc1
  A = 9	B = 90	C = 80	D = 6	E = 61	F = -8%	G = 19%	H = -6	I = 61

> c1ccc(Cc2nc3ccccc3o2)cc1
  A = 1	B = 100	C = 99	D = 8	E = 181	F = 10%	G = 27%	H = -8	I = 181

> COC(CNC(=O)c1cc(C)nn1-c1ccccc1)OC
  A = 1	B = 91	C = 89	D = 12	E = 125	F = 3%	G = 2%	H = -12	I = 125

> COC(=O)c1[nH]c2cc(OC)ccc2c1NC(=O)CCN1CCN(Cc2ccc3c(c2)OCO3)CC1
  A = -2	B = 90	C = 92	D = -14	E = 73	F = -2%	G = -52%	H = 14	I = 73

> CCNc1nc(OCCNC(C)=O)nc(N(C)C)n1
  A = -8	B = 86	C = 94	D = 4	E = 151	F = -16%	G = -13%	H = -4	I = 151

> CCOc1cc(C(c2c(C)[nH][nH]c2=O)c2c(C)[nH][nH]c2=O)ccc1OS(=O)(=O)c1ccccc1
  A = 7	B = 102	C = 94	D = 27	E = 182	F = 7%	G = -156%	H = -27	I = 182

> COCCN(CCOC)C(=O)c1c[nH]c2ccc(S(=O)(=O)N(C)c3ccc(F)cc3)cc2c1=O
  A = 7	B = 96	C = 88	D = -12	E = 177	F = -1%	G = -39%	H = 12	I = 177

> COC(=O)C1=C(C)NC(C)=C(C(=O)OC)C1C(=O)OCC(=O)N1c2ccccc2CC1C (stereo not given)
  A = 6	B = 99	C = 93	D = 12	E = 82	F = -7%	G = -71%	H = -12	I = 82

Molecules from the list above that contain a cyano group (2):
Letter code: A = MRP resist rev; B = MRP resist rev cytotoxicity; C = MRP resist rev with doxorubicin; D = IL1B NFkB pot; E = IL1B NFkB pot cell count 2 µM; F = Bcl-B TR3 displacers; G = PLAP inhibitors HTS; H = IL1B NFkB inh; I = IL1B NFkB inh cell count 2 µM
> N#Cc1nc(-c2ccc(Cl)cc2)oc1NCCc1ccccn1
  A = -2	B = 97	C = 99	D = 14	E = 100	F = -4%	G = 1%	H = -14	I = 100

> CC(C(=O)N(C)C)N(C#N)c1nc(N(C)C)nc(N(C)C)n1 (stereo not given)
  A = -4	B = 88	C = 92	D = 19	E = 150	F = -14%	G = 21%	H = -19	I = 150

More structures follow:
Letter code: A = MRP resist rev; B = MRP resist rev cytotoxicity; C = MRP resist rev with doxorubicin; D = IL1B NFkB pot; E = IL1B NFkB pot cell count 2 µM; F = Bcl-B TR3 displacers; G = PLAP inhibitors HTS; H = IL1B NFkB inh; I = IL1B NFkB inh cell count 2 µM
> Cc1nc(-c2ccccc2)sc1C(=O)CSc1ccccc1
  A = .	B = .	C = .	D = -4	E = 131	F = -4%	G = -13%	H = 4	I = 131

> CCOc1ccccc1-c1cc(C(=O)N/N=C/c2ccc3c(c2)OCO3)c2ccccc2n1
  A = .	B = .	C = .	D = 19	E = 156	F = 6%	G = 42%	H = -19	I = 156

> CCOC(=O)c1cnn(-c2nc3c(C)cccc3s2)c1C(F)(F)F
  A = .	B = .	C = .	D = -3	E = 117	F = 14%	G = 14%	H = 3	I = 117

> COCCNC(=O)CN(c1ccc(C)cc1)S(=O)(=O)c1ccc(SC)cc1
  A = 1	B = 98	C = 97	D = .	E = .	F = 5%	G = -67%	H = .	I = .

> O=C1CC(N2CCN(c3ccc(Cl)c(Cl)c3)CC2)C(=O)N1 (stereo not given)
  A = 14	B = 90	C = 76	D = -5	E = 139	F = 1%	G = -14%	H = 5	I = 139

> CNC(=O)NCC12CC3CC(CC(C3)C1)C2
  A = 11	B = 100	C = 89	D = -1	E = 165	F = -3%	G = -3%	H = 1	I = 165

> CC(=O)Nc1ccc(S(=O)(=O)Nc2nc3ccccc3nc2N2CCCC2)cc1
  A = 5	B = 80	C = 75	D = 7	E = 171	F = -4%	G = 7%	H = -6	I = 171

Some of these compounds in order of the PLAP inhibitors HTS value, lowest first.
mol | PLAP inhibitors HTS
O=C1CC(N2CCN(c3ccc(Cl)c(Cl)c3)CC2)C(=O)N1 (stereo not given) | -14%
CC(=O)Nc1ccc(S(=O)(=O)Nc2nc3ccccc3nc2N2CCCC2)cc1 | 7%
CCOc1ccccc1-c1cc(C(=O)N/N=C/c2ccc3c(c2)OCO3)c2ccccc2n1 | 42%

From PubChem BioAssay
